Screening data: PubChem BioAssay, several laboratories
S1P4 ag – human S1P4 receptor agonism; O95977; S1P4-expressing cell line, agonist reporter assay; activation, % at 4.98 µM; 220,000 tested, 0.35% active; in the data active = activation above about 11%;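 also: 0% = DMSO vehicle and 100% = reference agonist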
PERK inh – blocks human PERK kinase | Q9NZJ5 | CHO PERK-DD fusion, SEAP luminescence translation reporter | inhibition, % at 5.6 µM | 220,000 tested, 0.17% active;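 active = inhibition above the mean inhibition of all tested compounds plus 3 SD, set separately per screening campaign, cut at about 2.9% in these data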;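 also: PERK kinase domain activated by AP20187 dimerizer at 100 nM; 0% = DMSO with dimerizer and 100% = rapamycin at 8.4 µM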
Target sequence (Q9NZJ5 whole entry, looked up, the tested form may be a part): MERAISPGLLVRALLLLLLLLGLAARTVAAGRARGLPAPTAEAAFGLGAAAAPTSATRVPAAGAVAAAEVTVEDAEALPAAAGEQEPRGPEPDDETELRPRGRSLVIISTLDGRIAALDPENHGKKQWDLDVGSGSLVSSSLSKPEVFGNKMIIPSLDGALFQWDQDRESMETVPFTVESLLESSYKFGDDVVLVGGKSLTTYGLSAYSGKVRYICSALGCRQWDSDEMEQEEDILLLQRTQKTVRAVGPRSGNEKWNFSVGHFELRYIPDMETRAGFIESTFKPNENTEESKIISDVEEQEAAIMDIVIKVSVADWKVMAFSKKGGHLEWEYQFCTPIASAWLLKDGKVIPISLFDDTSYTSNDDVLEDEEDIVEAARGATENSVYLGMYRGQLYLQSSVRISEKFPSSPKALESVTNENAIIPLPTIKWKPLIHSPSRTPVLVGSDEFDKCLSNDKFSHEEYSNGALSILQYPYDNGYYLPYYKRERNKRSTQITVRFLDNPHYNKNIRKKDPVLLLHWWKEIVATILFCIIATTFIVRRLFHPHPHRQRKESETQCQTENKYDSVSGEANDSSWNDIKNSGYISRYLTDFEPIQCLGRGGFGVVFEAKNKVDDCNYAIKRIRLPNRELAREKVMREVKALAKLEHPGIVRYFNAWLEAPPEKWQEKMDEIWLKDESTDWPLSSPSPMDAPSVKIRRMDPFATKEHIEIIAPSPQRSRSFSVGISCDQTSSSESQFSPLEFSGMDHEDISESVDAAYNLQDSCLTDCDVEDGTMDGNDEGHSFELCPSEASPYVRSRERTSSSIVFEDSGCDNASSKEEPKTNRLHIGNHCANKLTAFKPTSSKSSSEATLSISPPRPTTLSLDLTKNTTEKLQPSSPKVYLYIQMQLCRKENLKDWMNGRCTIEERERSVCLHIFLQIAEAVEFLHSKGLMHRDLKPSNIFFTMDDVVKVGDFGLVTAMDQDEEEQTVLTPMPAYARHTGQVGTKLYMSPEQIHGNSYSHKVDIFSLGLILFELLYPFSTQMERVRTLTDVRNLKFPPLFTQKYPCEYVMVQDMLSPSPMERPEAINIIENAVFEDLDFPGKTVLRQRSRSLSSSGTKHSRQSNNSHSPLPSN
m-calpain inh – calpain II (pig) inhibition | purified calpain II, fluorogenic peptide substrate, 30 min | inhibition, % at 16 µM | 220,000 tested, 0.37% active;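 active = inhibition above about 50%, limit read from the data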
BaF3 parental – parental Ba/F3 viability inhibition as JAK2V617F counter-screen. CellTiter-Glo ATP luminescence. inhibition, % at 5.6 µM. 220,000 tested, 1.1% active;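 active = inhibition above a per-campaign cutoff, the mean inhibition of all tested compounds plus 3 SD, cut at about 27% in these data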;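 also: 0% = DMSO wells and 100% = JAK Inhibitor I control wells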
S1P4 antagonist – antagonists of human S1P4 receptor. S1P4-expressing cells, antagonist mode, reporter read-out. inhibition, % at 4.98 µM. 220,000 tested, 0.26% active; in the data active = inhibition above about 29%;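 also: 0% = wells stimulated with agonist and 100% = vehicle wells without agonist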
Ba/F3 V617F tox – loss of viability in JAK2V617F-driven Ba/F3 cells | Ba/F3 EpoR-JAK2V617F viability, ATP luminescence | inhibition, % at 5.6 µM | 220,000 tested, 1.1% active | AID 1446;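 active = inhibition above the campaign mean plus 3 SD over all tested compounds, cut at about 24% in these data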;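 also: cytokine-independent growth of Ba/F3 cells driven by EpoR plus mutant JAK2; 0% = DMSO-treated cells and 100% = JAK inhibitor I control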
EP2 modulator – modulates human prostaglandin E2 receptor EP2 signaling; P43116; EP2-expressing cells, cAMP HTRF FRET, PGE2 co-stimulation; induction, % at 25 µM; 260,000 tested, 0.83% active; AID 940;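 active = compounds whose cAMP rise, as percent of the full-agonist control response, exceeds 60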;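 also: rat C6 glioma line stably carrying human EP2 under a CMV promoter; the protocol text gives 20 µM as final concentration; 100% = response of wells given 1 µM PGE2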
zfTRPN1 agonist – activates the zebrafish TRPN1 channel. activation, % at 3 µM. AID 1424. 220,000 tested, 0.18% active. HEK293 zebrafish TRPN1-YFP, Fluo-8 calcium fluorescence; 100% = response to 87 µM carbachol;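 active = activation above its plate's cutoff, the mean activation of test wells on that plate plus 3 SD, cut at about 19% in these data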;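 also: 0% = DMSO alone and 100% = 87 µM carbachol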
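System: zebrafish TRPN1-YFP in HEK293 cells / Dosing: 3 µM single point / Timing: dye loading 1 h at 37 °C, then 30 min room temperature / Signal: Fluo-8 calcium fluorescence, excitation 470-495 nm, emission 515-575 nm / Read-out basis: percent activation from peak over basal fluorescence ratio, control-normalized / Control set: high carbachol 87 µM, low DMSO alone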
TRPML3 ag – human mucolipin-3 channel agonism; HEK293 TRPML3-YFP, Fluo-8 calcium fluorescence; 100% = the carbachol control signal; activation, % at 3 µM; 220,000 tested, 0.29% active; AID 1448;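 active = activation above its plate's cutoff, the mean activation of the plate's test wells plus 3 SD, cut at about 12% in these data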;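 also: 0% = DMSO only wells and 100% = carbachol wells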
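Test system – HEK293 line with stable expression of human TRPML3-YFP channel · Control set – carbachol 87 µM final as high control (100%), DMSO as low control (0%) · Signal – Fluo-8 calcium dye fluorescence, ex 470-495, em 515-575 nm · Incubation – 1-h 37 °C dye load, 5-s basal, 120-s post-compound reads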
Starred values were filed as active, the others as inactive; & = joins results of further samples.

SMILES	S1P4 ag	PERK inh	m-calpain inh	BaF3 parental	S1P4 antagonist	Ba/F3 V617F tox	EP2 modulator	zfTRPN1 agonist	TRPML3 ag
CC(=O)NC(CCS(C)(=O)=O)C(=O)Nc1ccccc1C (configuration not stated)	-1.5	1.7	13	4	-1	-1	10	0.4	0.1
NC(=O)C1CC=CCC1C(=O)OCC(Cl)=C(Cl)Cl (configuration not stated)	-0.5	1.1	-19	3	-1	3	12	0.5	-0.2
COc1ccc(NS(=O)(=O)c2ccc3oc(=S)[nH]c3c2)cc1	0.5	0.3	-6	-1	-15	-6	-4	-1.6	0.1
COc1cccc(OC(=O)c2cc3ccccc3oc2=O)c1	0.1	1.5	9	0	-1	-2	4	-1.7	-0.1
CCC1(C)OCC(Cn2c3ccccc3c3ccccc32)O1 (configuration not stated)	1.5	2.0	-8	0	1	-3	29	1.1	-0.4
CCCC(=O)C1=C(O)C(C(=O)OC)C(C)(C)CC1=N (configuration not stated)	-0.7	0.4	-16	-1	-19	0	-6	0.8	0.5
Cc1ccc(-c2nnc(-c3cc(C)on3)o2)cc1	0.2	-0.1	-6	1	-4	-5	1	0.7	1.4
Cc1nnc(SCC(=O)NC(=O)NC(C)C)s1	0.8	0.6	-15	2	-4	-2	50	0.2	0.7
O=S(=O)(Cc1ccco1)Cc1nc(-c2ccc(Cl)cc2)cs1	0.8	0.7	26	0	-14	-1	-20	-0.2	-0.9
COc1ccc(CNC(=O)c2cnn3c(C(F)F)cc(C)nc23)cc1	0.1	-0.2	-8	0	-22	-1	-6	0.2	-0.4
CCCCNC(=O)CSc1nc2ccccc2c(=O)n1Cc1ccc2c(c1)OCO2	-0.6	0.0	15	-1	-14	-2	-5	2.9	0.9
COC(=O)/C(C#N)=C/c1c(Oc2cc(C)cc(C)c2)nc2c(C)cccn2c1=O	-1.6	0.8	-22	7	-8	5	20	0.3	1.0
O=C(c1ccco1)N1CCN(C(=O)C2CC(c3ccc(Cl)cc3)=NO2)CC1 (configuration not stated)	-0.5	-0.7	20	4	5	5	-54&-65	0.0	1.0
CC1CCC(C(C)C)C2=C1C(C#N)(C#N)C(C#N)(C#N)C(c1ccccc1)N2 (configuration not stated)	0.9	0.7	-15	0	-13	-3	-10	-0.1	0.2
COCCn1c(SCC(=O)Nc2cc(C)cc(C)c2)nnc1C(C)C	1.2	-0.7	-7	0	-35	-3	-10	-1.1	0.1
Nc1ccn(Cc2cccc(Cl)c2)n1	1.7	0.3	10	3	-23	-6	-22	-0.8	0.5
CS(=O)(=O)NN1C(=O)c2ccccc2NC1c1c[nH]c2ccccc12 (configuration not stated)	0.4	0.4	-45	2	1	-2	11	0.4	1.1
COc1cc2c(c(OC)c1)C(c1ccncc1)CC(=O)N2 (configuration not stated)	0.6	1.4	10	8	-15	-1	25	2.6	-0.2
Cc1ccc2nc(/C(C#N)=C/c3cn[nH]c3-c3ccc(F)cc3)[nH]c2c1	0.3	-0.5	-158	-3	-12	-2	-16	-2.1	-0.1
Cc1ccc(S(=O)(=O)N2CCCCC2)cc1NC(=O)CNCc1ccco1	0.2	0.8	-5	2	0	-3	4	0.5	0.9
CCCCN(CC)C(=O)CSc1nc2ccccc2c(=O)n1CC1COc2ccccc2O1 (configuration not stated)	0.7	0.6	32	8	-10	-3	21	-1.4	0.1
CC(=O)Nc1ccc(S(=O)(=O)N2CCN(C(=O)Cc3ccccc3)CC2)cc1	-0.7	-0.1	25	7	-48	0	17	-1.2	0.3
CCOc1ccc(-c2c(C)n([O-])c3c([n+]2=O)CCCCC3)cc1	-0.3	0.7	-12	3	-5	-3	29	0.0	0.7
COc1ccc(CC(=O)NCc2ccc3c(c2)cc(C)n3C)cc1OC	-2.2	0.2	3	4	-4	-4	11	2.1	0.2
CC1=NOC(=O)/C1=C\c1ccc(-c2ccc(Br)cc2)o1	1.3	0.6	-29	2	6	-4	-69	-0.7	0.3
CCc1nc(NCCCN2CCOCC2)c2oc3ccccc3c2n1	0.3	-0.8	6	-2	12	0	-11	0.4	0.3
C=CCSc1nc2ccccc2n1Cc1nnc(-c2cccs2)o1	-2.1	-1.2	-37	7	-13	4	0	1.4	-0.5
CC(NC(=O)COC(=O)/C=C/c1cccc(C(F)(F)F)c1)c1ccccc1 (configuration not stated)	-0.1	0.8	-6	8	-6	-1	9	2.0	0.7
CC1Cc2nc(SCC(=O)NCc3ccco3)n(-c3ccccc3)c(=O)c2S1 (configuration not stated)	-1.1	-0.2	-42	3	7	-1	3	-2.1	0.3
CCOC(=O)c1ccc(NC(=O)C2CCCN(S(=O)(=O)c3cnc[nH]3)C2)cc1 (configuration not stated)	-1.0	0.8	-4	7	-5	0	-5	-0.1	-0.6
CCC(C)NC(=O)CC(c1ccc(OC)cc1)n1cccc1 (configuration not stated)	1.0	1.0	-37	7	5	-2	3	0.7	0.2
COc1ccc(S(=O)(=O)N2CCOCC2)cc1NC(=O)c1ccc(-n2nc(C)cc2C)cc1	1.0	0.4	-32	-7	-4	3	4	1.7	-0.5
O=C(NNc1cccc(Cl)n1)Nc1cccc(Cl)c1	0.2	-0.6	1	1	-4	-3	-17	-1.2	-0.4
COc1ccc(C(=O)NCC(=O)N=Nc2c(O)n(Cc3ccccc3)c3ccccc23)cc1OC	-0.5	-0.7	-110	4	-8	2	21	-0.3	-0.5
Cc1ccccc1N1C(S)=C(C#N)C(=O)NC12CCCCC2	-0.7	0.7	15	7	-7	5	4&32	0.7	0.7
Cc1cc(C)nc(NS(=O)(=O)c2cccs2)c1	1.5	0.2	-2	1	4	1	18	0.5	-0.2
CN(C)c1ccc(/C=N\Nc2nc(-c3ccccc3)cc(=O)[nH]2)cc1	-1.6	-0.1	21	3	2	-3	-22	1.0	-0.1
CCOc1cc(C=O)ccc1OS(=O)(=O)c1ccc(NC(C)=O)cc1	0.5	0.7	-15	3	-7	-3	-51	5.4	2.6
O=C(CNc1n[nH]c(=O)[nH]c1=O)N/N=C/C=C/c1ccccc1	1.4	0.6	-4	0	13	-1	4	1.3	1.1
NNC(=O)c1ccc(Cn2cc(Cl)cn2)cc1	-0.1	0.2	-3	1	-11	-4	14	0.2	-0.4
CS(=O)(=O)c1ccc2nc(NC(=O)c3ccc(Cl)nc3)sc2c1	-0.4	-0.6	9	5	-15	6	-40	2.6	1.6
CCCN1C(=O)/C(=C/c2ccc(N3CCOCC3)cc2)NC1=S	-0.7	0.0	9	4	11	-1	-42	24*	12*
COC(=O)C1=NN(c2ccccc2)C2(S1)S/C(=C\c1ccccc1)C(=O)N2c1ccccc1 (configuration not stated)	-2.2	1.1	-58	6	6	3	11	0.9	0.9
O=C1CC(NCc2ccccc2F)C(=O)N1c1ccccc1 (configuration not stated)	-2.5	0.5	-5	-2	-18	-6	5	-0.3	1.0
C=CCSc1nc2c(sc3nc(C)cc(C)c32)c(=O)[nH]1	-0.3	0.7	-118	2	-5	2	19	-0.3	0.0
O=C(CNS(=O)(=O)c1ccc(Br)s1)N1CCC(N2CCCCC2)CC1	0.7	0.6	6	3	-2	-1	-6	1.5	0.8
Cc1cc(C(=O)CSc2nnc(-c3ccc(Cl)cc3)n2C)c(C)n1CC1CCCO1 (configuration not stated)	1.5	-0.5	-5	3	-26	2	12	-2.0	-1.1
c1ccc(Cn2nnnc2C(c2ccncc2)N2CCOCC2)cc1 (configuration not stated)	0.1	0.1	9	3	14	-3	30&-7	0.2	-0.3
CC(NS(=O)(=O)c1ccc(Br)cc1)C(c1cccs1)N1CCOCC1 (configuration not stated)	0.3	-0.5	-9	2	2	-7	11	-2.2	0.7
CN(C)S(=O)(=O)c1cccc(NC(=O)COc2cccc(C#N)c2)c1	-0.5	-1.0	-1	7	-14	-4	-22	0.9	-0.1
Cc1ccc(C(=O)NN2C(=O)C3C4C=CC(C5CC45)C3C2=O)cc1 (configuration not stated)	1.6	-0.4	4	3	-12	-2	21	1.1	0.6
COCCn1cnc2c1c(=O)n(CC(=O)OCC(=O)NCC(F)(F)F)c(=O)n2Cc1ccccc1	-1.4	0.5	-36	6	-16	1	5	0.4	0.6
O=C(CNC(=O)/C(=C\c1ccc(Br)cc1)NC(=O)c1ccccc1)OCc1ccccc1	-0.4	-0.1	-21	2	-22	0	4	-1.1	-1.1
COC(=O)c1ccccc1NC(=O)c1cnn2c(C)cc(C)nc12	0.9	0.3	-12	0	-1	-3	31&4	0.0	0.0
CCOc1ccc(C(C)NC(=O)c2cccc(F)c2)cc1 (configuration not stated)	3.3	0.5	14	8	-38	2	-65	0.3	-0.3
CC(=O)COc1ccc2c(C)c(-c3ccccc3)c(=O)oc2c1	-0.2	-0.6	-42	5	-13	8	-34	4.6	1.3
O=C(NC(Cc1ccccc1)C(=O)NC(Cc1ccccc1)C(=O)O)c1ccccc1 (configuration not stated)	-1.0	0.8	-11	-3	0	-3	5	-0.6	1.1
Nc1ncnc2c1ncn2[C@@H]1O[C@H](CO)[C@@H](O)[C@H]1O	1.8	0.9	-19	5	-17	-4	30&14	1.2	1.0
COC(=O)Nc1nnc(Cc2ccc(Cl)cc2)s1	0.1	0.9	11	1	-5	-4	1	-0.4	0.7
CCOc1ccc(N2C(=O)C3ON(c4ccccc4)C(c4ccco4)C3C2=O)cc1 (configuration not stated)	-0.1	0.9	-4	3	-2	0	10	-1.9	0.0

Part of the list above in a different format:
Compound,S1P4 ag,PERK inh,m-calpain inh,BaF3 parental,S1P4 antagonist,Ba/F3 V617F tox,EP2 modulator,zfTRPN1 agonist,TRPML3 ag
CC(=O)Nc1ccc(S(=O)(=O)N2CCN(C(=O)Cc3ccccc3)CC2)cc1,-0.7,-0.1,25,7,-48,0,17,-1.2,0.3
CCOc1ccc(-c2c(C)n([O-])c3c([n+]2=O)CCCCC3)cc1,-0.3,0.7,-12,3,-5,-3,29,0.0,0.7
COc1ccc(CC(=O)NCc2ccc3c(c2)cc(C)n3C)cc1OC,-2.2,0.2,3,4,-4,-4,11,2.1,0.2
CC1=NOC(=O)/C1=C\c1ccc(-c2ccc(Br)cc2)o1,1.3,0.6,-29,2,6,-4,-69,-0.7,0.3

New compounds follow.
SMILES	S1P4 ag	PERK inh	m-calpain inh	BaF3 parental	S1P4 antagonist	Ba/F3 V617F tox	EP2 modulator	zfTRPN1 agonist	TRPML3 ag
C=CCn1cn[nH]c1=S	-0.9	1.5	-23	2	0	0	24	0.5	0.6
Cn1ncc(Cl)c1C(=O)N/N=C/c1cc2c(cc1[N+](=O)[O-])OCO2	1.4	1.5	-18	3	-16	-3	-12	1.5	-0.1
Cc1cccc(NC(=O)CSc2nnc([C@@H](N)Cc3ccccc3)o2)c1C	-2.4	-0.2	-27	5	-21	-2	3	0.0	0.3
COc1ccc(Nc2ncnc3sc(-c4ccccc4)cc23)c(OC)c1	0.4	0.6	9	2	4	0	-23	-1.5	0.0
CCC(C)C(NC(=O)c1ccccc1NC(=O)c1ccco1)C(=O)NC1CCCCC1 (configuration not stated)	2.0	-0.3	-38	3	-17	0	26	0.4	-0.4
Cc1cc(C)c(S(=O)(=O)N(CC(=O)NCc2cccnc2)C2CCCCC2)c(C)c1	0.3	-1.6	27	3	-12	3	38&32	0.2	-0.3
CCNc1ccc(N=Nc2c(C)n(C)n(-c3ccccc3)c2=O)cc1	-0.9	-0.7	-1	-2	-5	-1	26	-0.3	-0.4
